# D3 ag – agonists of human D3 dopamine receptor; AID 652048; P35462; max activation, %; actives 0.58% (n = 410,000); D3R DiscoveRx beta-arrestin cells, luminescence, 90 min; in the data active = max activation above about 30%; also: 0% is about no effect; mostly tested at two doses, the higher about 12 µM
# Target sequence (P35462 whole entry, looked up): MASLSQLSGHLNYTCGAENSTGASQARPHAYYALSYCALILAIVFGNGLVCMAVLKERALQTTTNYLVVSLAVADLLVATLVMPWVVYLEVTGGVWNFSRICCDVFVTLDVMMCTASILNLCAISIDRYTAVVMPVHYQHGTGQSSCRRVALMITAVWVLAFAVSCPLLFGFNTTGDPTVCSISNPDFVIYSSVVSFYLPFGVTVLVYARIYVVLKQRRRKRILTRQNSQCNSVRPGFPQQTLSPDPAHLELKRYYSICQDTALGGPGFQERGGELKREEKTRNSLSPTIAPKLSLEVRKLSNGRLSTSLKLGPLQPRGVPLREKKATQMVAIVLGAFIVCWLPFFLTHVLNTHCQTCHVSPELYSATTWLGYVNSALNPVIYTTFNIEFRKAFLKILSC
#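 Cells at 1500/well, incubated overnight, then treated with pinned compounds (dopamine as control) for 90 min at 37 degrees C. DiscoveRx reagent added for 30 - 60 minutes at room temperature; luminescence read.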
# GLP1R cytotox – cytotoxic in the GLP-1 receptor inverse agonist counter-screen | HEK293 cAMP-luciferase reporter cells, luminescence, 24 h | Potency, µM (titrated, usually from 38.3 µM), for the others: at the top dose activity change, negative = inhibition, actives largely listed as inhibitors | actives 0.13% (n = 410,000) | AID 624418;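 also: loss of luciferase light is scored as toxicity; potency is read from the fitted curve at half-maximal effect; % is scaled to controls: 0 for no effect and ±100 for the full control effect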
#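 Cells in DMEM/10% Nu serum/1% pen-strep, 1536-well format. Pre-incubated 12 h, dosed with 23 nL compound, incubated a further 24 h. Luciferase detection, 12 min at room temp, luminescence.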
# MCF10A rerep – induces DNA re-replication in MCF 10a normal breast cells; AID 624296; Potency, µM (series often up to 46.1 µM), inactives show top-dose activity, positive = re-replication, usual class: activators; MCF 10A DNA re-replication, Hoechst nuclear intensity, 48 h; actives 2.9% (n = 350,000); also: potency is read from the fitted curve at half-maximal effect; % of control where 0% means no effect; nearly all actives have a fitted effect of over 50% in size
# KB-3-1 tox – KB-3-1 parental cell cytotoxicity | KB-3-1 viability, CellTiter-Glo ATP luminescence, 72 h | actives 1.4% (n = 400,000) | Potency, µM (titrated, usually from 46.1 µM), for inactives: at the highest dose activity change, negative = cytotoxic, usual class: cytotoxic; also: potency is read from the fitted curve at half-maximal effect; % is scaled to controls: 0 for no effect and ±100 for the full control effect; nearly all actives have a fitted effect of over 60% in size
#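 Using CellTiter-Glo luminescence, growth of non-resistant KB-3-1 adenocarcinoma cells is assessed 72 h after pin-tool compound addition at 37 °C. Normalized responses across the concentration series yield fitted curves.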
# KB-V1 MDR tox – kills drug-selected multidrug resistant KB-V1 cells. KB-V1 MDR cells viability, CellTiter-Glo, 72 h. Potency, µM (series often up to 46.1 µM), for the others: at the top dose activity change, negative = cytotoxicity, most hits filed as cytotoxic. AID 1347076. actives 3.4% (n = 400,000); also: potency is read from the fitted curve at half-maximal effect; % is scaled to controls: 0 for no effect and ±100 for the full control effect; nearly all actives have a fitted effect of over 60% in size
#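 In this primary screen, KB-V1 cells overexpressing P-gp are incubated with library compounds (lowest to highest concentration) for 72 h at 37 degrees C before a luminescent ATP viability read.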
# IL-1B inflam inh – blocks inflammasome-driven IL-1 beta release; THP-1 LPS/ATP IL-1B secretion, AlphaLISA, 16 h; active compounds read low; activity change, % at 57.5 µM; actives 4.7% (n = 360,000); in the data active = activity change below about -50%; inconclusive = mostly about -30% to -49%; also: % is scaled to controls: 0 for no effect and ±100 for the full control effect
#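 THP-1 cells pretreated 1 hr with compounds (up to 57.5 uM final), then stimulated with LPS (250 ng/mL final) plus ATP (1.25 mM final); secreted IL-1B measured by AlphaLISA after 16 hr, decreased signal indicating inhibition.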
# HT1080 IDH1KD tx – HT-1080 IDH1 knockdown cell toxicity (counter line). HT-1080 IDH1 knockdown viability, ATP luminescence, 48 h. Potency, µM (titrated, usually from 46.1 µM), for the others: top-dose activity, negative = toxicity, most hits filed as cytotoxic. actives 2% (n = 360,000);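 also: potency is read from the fitted curve at half-maximal effect; 0% = DMSO wells and -100% = cell-free medium wells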
#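 Assay cells: HT-1080 with IDH1 knockdown, 750 per well, RPMI/5% FBS. Exposure: 48 h at 37 °C following 2 h pre-incubation. Read: CellTiter-Glo luminescence; fitted concentration-response, curve class assigned.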
# SW480 rereplic – induces DNA re-replication in SW480 colon adenocarcinoma cells; Potency, µM (titrated, usually from 46.1 µM), without a hit: top-dose re-replication activation, hits mostly activators; AID 624297; actives 1.8% (n = 340,000); SW480 DNA re-replication, Hoechst DNA content imaging, 48 h; also: potency is read from the fitted curve at half-maximal effect; % of control where 0% means no effect; nearly all actives have a fitted effect of over 55% in size
#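 Compounds, transferred as 23 nL by pin tool, were incubated with cells for 48 hr; DNA content per nucleus was then quantified by Hoechst staining and fluorescence plate imaging.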
# HT1080NT lethal – kills 2HG-producing HT-1080-NT fibrosarcoma cells; HT-1080-NT fibrosarcoma viability, CellTiter-Glo ATP luminescence, 48 h; Potency, µM (titrated, usually from 46.1 µM), for inactives: at the top dose activity, negative = less viability, actives largely listed as cytotoxic; actives 1.6% (n = 360,000); AID 686970;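 also: NT is the 2HG producing partner of a matched IDH1 knockdown line; potency is read from the fitted curve at half-maximal effect; 0% = DMSO-treated cells and -100% = media-only wells without cells; nearly all actives have a fitted effect of over 55% in size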
#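 Viability by CellTiter-Glo luminescence after 48 h compound exposure at 37C of HT-1080-NT cells (750/well, RPMI, 5% FBS). % activity scaled between DMSO wells and medium-only wells, then curve-fitted and categorized by curve class.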
# Active calls of the source: *; ? = inconclusive; . = not tested or not shown; & = joins results of further samples; [ ] = remark or other dose. Unless noted, calls follow the shape of the dose curve; as a rule, active = well fitted curve in the direction sought with a large enough effect; inconclusive = small, poorly fitted or top-dose-only effect, or another doubt; inactive = no such curve, though single readings can be large; an effect the other way counts as inactive or inconclusive. Hits appear at their usual frequency. About 11% of those tested had a hit in this group.
SMILES,D3 ag,GLP1R cytotox,MCF10A rerep,KB-3-1 tox,KB-V1 MDR tox,IL-1B inflam inh,HT1080 IDH1KD tx,SW480 rereplic,HT1080NT lethal
CCCCNC(=O)CN(CCc1ccccc1)S(C)(=O)=O,14,-25%,-2%,3%,0%,-2,16%,-5%,17%
COc1ccc(CN=C(Nc2ccccc2)SC2CC(=O)NC2=O)cc1 (stereo not given),-4,-6%,-13%,3%,-12%,-4,-10%,1%,-14%
Cc1cc(=O)oc2cc(OCC(=O)N/N=C/c3ccccc3[N+](=O)[O-])ccc12,4,-6%,?,-1%,-8%,42,-17%,-1%,?
CC(C)c1nc2sc(C(=O)O)c(N)c2c2c1CCCC2,10,6%,?,3%,-2%,0,-2%,16%,3%
COc1ccc(CC(=O)N/N=C/C=C/c2cccc([N+](=O)[O-])c2)cc1OC,-9,-20%,2%,?,15%,?,2%,-9%,10%
c1ccc(-c2nc3ccccc3nc2-c2ccccn2)nc1,22,10%,?,-5%,18%,3,0%,3%,-7%
Cc1cc(C)c(S(=O)(=O)N(C2=NCCS2)S(=O)(=O)c2c(C)cc(C)cc2C)c(C)c1,6,-9%,6%,4%,-3%,20,2%[9.24 µM],1%,-1%
O=C1CSC(c2cn(-c3ccccc3)nc2-c2ccccc2)N1Cc1ccco1 (stereo not given),-10,-16%,21µM*,?,?,-24,?,-1%,?
COc1ccc(C(C)=O)cc1CSCC(=O)O,5,1%,?,3%,6%,-6,0%,1%,7%
O=C(NCCc1ccco1)c1cc(COc2cccc(C(F)(F)F)c2)on1,3,-7%,?,6%,29%,-83*,?,20%,-20%
O=C/C(=C\Nc1ccc(S(=O)(=O)CCO)cc1)c1nc2cc(Cl)ccc2o1,-24,40%[activator],23µM*,15%,-9%,0,-21%,?,-27%
COc1ccc(NC(=O)COC(=O)C2CC(=O)N(Cc3ccc(C)cc3)C2)cc1 (stereo not given),-7,7%,?,0%,9%,-12,12%,-3%,11%
COc1cc(NC(=O)CCCNC(=O)Cn2cnc3sc(C)c(C)c3c2=O)cc(OC)c1OC,-7,6%,13%,1%,?,40,1%,-1%,-3%
CCOc1ccccc1C(=O)Nc1cc2c(cc1N1CCCCC1)n(C)c(=O)n2C,0,3%,.,-1%,?,.,.,.,.
Cc1ccc(-n2nnc3c(=O)n(CC(=O)NCc4ccco4)cnc32)cc1,1,-23%,25%,?,-10%,4,-10%,4%,0%
CC(C)c1ccc(C2NC(=O)NC3=C2CCc2ccccc23)cc1 (stereo not given),2,-21%,?,15µM*,18µM*,-6,-12%,0%,-2%
CC(=O)NC1=NN(C(C)=O)C(C)(CCS(=O)(=O)c2ccc(Cl)c(Cl)c2)S1 (stereo not given),3,-5%,-1%,17%,0%,9,8%,-2%,9%
CCN(CCO)c1nc(NCc2ccccc2)c2cnn(C)c2n1,-1,-16%,9%,-4%,-16%,2,1%,11%,7%
COc1ccc(NC(=O)Nc2nc3c(s2)CCCC3)cc1,0,-24%,17%,-10%,-25%,-52*,11%,-1%,5%
O=c1oc2ccccc2c(Nc2ccccc2)c1CN1CCCCC1,-7,-14%,17%,-5%,-3%,24,-7%,4%,-16%
CCOC(=O)c1c(-c2cccs2)csc1NC(=O)CSc1ncn[nH]1,0,3%,?,-3%,21µM*,42,?,2%,-2%
N/C(=N\OC(=O)c1ccccc1)c1ccccn1,19,-13%,-4%,-13%,-18%,4,?,-3%,?
CCOc1ccccc1N(CC)C(=O)Cn1ncc2c([nH]c3ccccc32)c1=O,5,3%,.,?,-29%,.,.,.,.
Cc1nn(-c2ccccc2)c(/N=C/c2ccc(O)cc2)c1-c1ccccc1,4,33%[activator],?,8%,-33%,4,4%,-3%,-2%
COc1ccc(NC(=O)CCC2CCCC2)cc1OC,-3,-11%,-1%,9%,-11%,3,8%,3%,8%

# The results go on:
SMILES,D3 ag,GLP1R cytotox,MCF10A rerep,KB-3-1 tox,KB-V1 MDR tox,IL-1B inflam inh,HT1080 IDH1KD tx,SW480 rereplic,HT1080NT lethal
CCOc1ccccc1NC(=O)c1ccc2c(=O)n3c(nc2c1)CCCCC3,-3,3%,13%,1%,-12%,?,10%,-15%,2%
CCOC(=O)c1c(NC(=S)NC(=O)/C=C/c2cccs2)sc(C)c1C,-2,-11%,-3%,1%,7%,27,11%,-5%,18%
Cc1ccc(NC(=O)Cn2c(=O)oc3cc(S(=O)(=O)N4CCCCC4)ccc32)c(Cl)c1,2,-7%,.,-21%,-23%,.,.,.,.
Cc1ccc(C)c(N(C)C(=O)C2CCN(S(=O)(=O)c3cccc4nsnc34)CC2)c1,-12,-15%,.,1%,-22%,.,.,.,.
O=C(NCc1cccs1)c1cc2c(s1)-c1ccccc1OC2,-7,5%,25%,?,?,?,-2%,-3%,-3%
CCn1c(=O)c2c(nc3n2CCCN3c2cccc(C)c2)n(C)c1=O,-8,0%,0%,8%,-21%,-1,8%,?,16%
Cc1nc2ccccc2nc1N/N=C/c1ccc(O)cc1,-5,-12%,-2%,-10%,-6%,5,5%,-6%,2%
COc1ccc(N2C(=O)CSC23C(=O)N(CC(=O)NCCc2ccccc2)c2ccccc23)cc1 (stereo not given),2,3%,.,6%,-6%,.,.,.,.
Cc1cccc(C)c1NC(=O)CN(Cc1ccccc1)Cc1ccccc1,-6,5%,.,-4%,?,-1,?,.,?
CC1(C(=O)NCCC#N)CCN1C(=O)C1(c2ccccc2)CC1 (stereo not given),-10,1%,.,-14%,-3%,-17,-14%,.,-9%
CCOCCCNC(=O)C1CCN(S(=O)(=O)c2c(C)noc2/C=C\c2ccc(OC)cc2)CC1,-15,-1%,11%,-2%,18µM*,22,3%,5%,0%
O=C(c1cc(C2CC2)nn1-c1ccccc1)N1CCN(S(=O)(=O)c2ccccc2F)CC1,-1,0%,.,2%,-18%,7,2%,.,5%
O=C1C(c2ccccc2)=[N+]([O-])c2ccccc21,12,3%,?,?,?,-88*,?,?,?
COc1ccccc1N1CCN(C2CCCN(C(=O)CCc3c(C)noc3C)C2)CC1 (stereo not given),-4,-5%,0%,-7%,10%,-12,-1%,-6%,0%
COc1ccc(-n2ncc(C(=O)N3CCc4ccccc4C3)c2C2CCN(C(=O)OC(C)(C)C)CC2)cc1,5,3%,.,9%,2%,.,.,.,.
Cc1cccc(NC(=O)c2cccc(N3C(=O)C4C5C=CC(C6CC56)C4C3=O)c2)c1 (stereo not given),2,?,?,?,?,-23,-17%,2%,-5%
CCn1cc(C(=O)NCC2COc3ccccc3O2)c2cc(OC)c(OC)cc2c1=O (stereo not given),-5,-17%,-1%,4%,-13%,6,-2%,-8%,-3%
CCOC(=O)Cn1c(CN(Cc2ccccc2)Cc2ccccc2)nc2c1c(=O)n(C)c(=O)n2C,5,1%,13%,?,?,29,9%,10%,0%
Cc1ccc(S(=O)(=O)N2CCCC(C(=O)NCc3ccc4c(c3)OCO4)C2)cc1 (stereo not given),3,-4%,?,0%,-18%,-23,2%,-26%,14%
Cc1cccc(C)c1-n1cccc1/C=C1/C(=N)N2C(=NC1=O)SN=C2S(C)(=O)=O,0,19%,0%,-5%,3%,0,-24%,-1%,-4%
CCN(CC)C(=O)[C@H]1C[C@H](CC(=O)NC/C=C(\C)CCC=C(C)C)C(=O)N2CCc3c([nH]c4ccc(Cl)cc34)[C@]12C,-6,-4%,-5%,?,-5%,-4,1%,7%,8%
Cc1cn(CC2COC(C)(C)O2)c(=O)[nH]c1=O (stereo not given),2,7%,-6%[9.22 µM],12%,21%,-5,-21%,-10%,-2%
COc1ccccc1N1CCN(S(=O)(=O)c2ccc(-n3cnnn3)cc2)CC1,3&7,-3%&3%,-7%,0%,10%,-4,7%,-7%,0%
COc1ccc(S(=O)(=O)N2CCC(C(=O)N(CC(C)C)C3CCS(=O)(=O)C3)CC2)cc1OC (stereo not given),4,8%,-4%,2%,6%,4,10%,?,8%
COc1cc(Cl)c(C)cc1NC(=O)CSC,1,-7%,-1%,3%,?,1,2%,-1%,14%

# Later entries:
SMILES,D3 ag,GLP1R cytotox,MCF10A rerep,KB-3-1 tox,KB-V1 MDR tox,IL-1B inflam inh,HT1080 IDH1KD tx,SW480 rereplic,HT1080NT lethal
CCOc1ccc(CNC(=O)C2CCCCN2S(=O)(=O)c2ccc(F)cc2)cc1OC (stereo not given),1,-14%,.,-6%,-23%,.,.,.,.
COc1ccc(/C=N/n2c(SC)nnc2-c2ccccc2)cc1C,1,?,18µM*,?,18µM*,-14,?,7.3µM*,?
Cn1c(NCc2ccncc2)nc2cc(-c3ccsc3)sc2c1=O,2,2%,.,1%,-28%,0,6%,.,3%
CN(C)c1c([N+](=O)[O-])cc2[nH]c(=O)[nH]c2c1[N+](=O)[O-],-16,?,0%,-7%,?,-7,-24%,-7%,-15%
Cc1oc(-c2ccc(Cl)cc2)nc1CS(=O)CC(=O)NC1CCCCC1 (stereo not given),-15,3%,3%,0%,13%,-2,-2%,5%,-5%
COc1cc2cc(C(=O)N/N=C/c3cccc(OC)c3OC)[nH]c2cc1OC,1,-1%,-5%,18%,-4%,-70*,-2%,4%,2%
COc1ccc2c(CC(=O)N[C@@H](Cc3ccccc3)C(=O)O)cc(=O)oc2c1,-8,-1%,-4%,5%,0%,13,5%,-4%,7%

# Grouped by structure: those above with fluorine.
SMILES,D3 ag,GLP1R cytotox,MCF10A rerep,KB-3-1 tox,KB-V1 MDR tox,IL-1B inflam inh,HT1080 IDH1KD tx,SW480 rereplic,HT1080NT lethal
O=C(NCCc1ccco1)c1cc(COc2cccc(C(F)(F)F)c2)on1,3,-7%,?,6%,29%,-83*,?,20%,-20%
O=C(c1cc(C2CC2)nn1-c1ccccc1)N1CCN(S(=O)(=O)c2ccccc2F)CC1,-1,0%,.,2%,-18%,7,2%,.,5%
CCOc1ccc(CNC(=O)C2CCCCN2S(=O)(=O)c2ccc(F)cc2)cc1OC (stereo not given),1,-14%,.,-6%,-23%,.,.,.,.

# Screening data as filed in PubChem BioAssay.
